Source: PubChem BioAssay
KCNH2 WT inh – blocks the wildtype human KCNH2 potassium channel; activity change, % at 1.84 µM; U2OS, BacMam KCNH2, thallium flux FluxOr; hits give low values; 340,000 compounds, 0.37% hits;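 active means maximum activity change below -70%; inconclusive means maximum activity change between -70% and -50%; inactive means maximum activity change above -50%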
Target sequence (Q12809 whole entry, looked up): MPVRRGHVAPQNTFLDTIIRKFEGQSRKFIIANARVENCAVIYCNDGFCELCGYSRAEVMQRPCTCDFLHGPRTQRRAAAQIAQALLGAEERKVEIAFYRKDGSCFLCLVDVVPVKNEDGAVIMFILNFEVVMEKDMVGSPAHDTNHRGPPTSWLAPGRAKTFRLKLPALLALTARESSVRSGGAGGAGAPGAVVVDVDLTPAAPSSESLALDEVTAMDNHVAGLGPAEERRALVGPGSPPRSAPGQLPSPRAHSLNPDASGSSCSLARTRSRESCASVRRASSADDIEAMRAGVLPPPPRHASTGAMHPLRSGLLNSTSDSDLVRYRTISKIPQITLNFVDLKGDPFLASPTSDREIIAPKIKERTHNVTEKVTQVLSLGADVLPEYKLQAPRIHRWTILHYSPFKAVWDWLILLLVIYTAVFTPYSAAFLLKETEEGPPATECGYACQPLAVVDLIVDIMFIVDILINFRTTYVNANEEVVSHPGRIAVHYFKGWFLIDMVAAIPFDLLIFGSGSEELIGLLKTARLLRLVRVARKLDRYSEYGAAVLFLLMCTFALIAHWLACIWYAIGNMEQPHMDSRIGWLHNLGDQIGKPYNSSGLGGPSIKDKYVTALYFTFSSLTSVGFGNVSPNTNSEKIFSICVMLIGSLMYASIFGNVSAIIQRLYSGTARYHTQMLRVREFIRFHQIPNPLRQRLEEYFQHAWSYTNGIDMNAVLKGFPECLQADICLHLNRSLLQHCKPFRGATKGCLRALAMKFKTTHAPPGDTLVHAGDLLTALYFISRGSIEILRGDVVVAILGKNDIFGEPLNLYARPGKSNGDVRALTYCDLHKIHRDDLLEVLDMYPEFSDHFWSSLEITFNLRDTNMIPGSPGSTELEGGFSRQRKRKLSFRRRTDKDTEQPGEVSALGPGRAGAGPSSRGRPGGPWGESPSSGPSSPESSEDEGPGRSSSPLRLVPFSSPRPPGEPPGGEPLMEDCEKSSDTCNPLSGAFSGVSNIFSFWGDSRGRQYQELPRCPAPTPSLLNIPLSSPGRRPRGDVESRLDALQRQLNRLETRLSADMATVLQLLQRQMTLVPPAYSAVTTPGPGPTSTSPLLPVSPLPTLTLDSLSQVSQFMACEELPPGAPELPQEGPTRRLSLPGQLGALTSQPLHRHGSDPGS
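U2OS cells transduced with wild-type KCNH2 virus are loaded with FluxOr dye for 45 min, and thallium flux is measured in kinetic reads before and after stimulation buffer. Rate constants are normalized to DMSO controls.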
KCNH2 3.1 block – inhibitors of human KCNH2 3.1 potassium channel isoform; U2OS KCNH2 3.1, thallium flux FluxOr; hits give low values; activity change, % (tested at about 1.8 µM); 340,000 compounds, 0.95% hits;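 active means maximum activity change below -70%; inconclusive means maximum activity change from -70% to -50%; inactive means maximum activity change above -50%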;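 further: thallium influx rate constant from kinetic fluorescence after stimulation buffer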
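FluxOr-based Tl+ influx in U2OS cells transduced with KCNH2 3.1 virus; rate constants normalized to DMSO controls.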
Giardia kill – kills Giardia lamblia; Giardia lamblia trophozoite viability; 340,000 compounds, 0.15% hits; activity change, % at 7.66 µM, hits read low; AID 540267; in the data active means activity change below about -80%; inconclusive means between about -30% and that limit;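 further: parasites exposed to compound for two days anaerobically before the ATP read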
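Luminescent ATP signal served as the viability read-out, measured 15-30 min after adding ATP detection reagent to trophozoites that had been incubated with compounds for 48 hrs at 37 deg C anaerobically at 100 cells/well.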
The depositor's hits bear a star; u = inconclusive; [ ] = remark or other dose. On the % scale 0 is the no-effect control and ±100 the full control effect. An excerpt, so the mix of outcomes need not match the whole.

SMILES | KCNH2 WT inh | KCNH2 3.1 block | Giardia kill
O=C(Cc1cccc(NC(=O)C2CCN(C(=O)C3CCCCC3)CC2)c1)Nc1cccc(C(=O)N2CCCCC2)c1 | -7 | -9 | u
O=C1NC(=S)NC1Cc1ccc(O)cc1 (stereo not drawn) | -4 | 8 | 2
COc1ccc(C(CNC(=O)c2cccc(NS(=O)(=O)c3ccccc3)c2)N2CCCC2)cc1 (stereo not drawn) | -1 | 10 | 8
c1ccc2c(c1)-c1cccc3cncc-2c13 | -7 | 0 | 2
COc1ccc(-n2c3c(cc(C(=O)Nc4ccc(C)cc4)c2=O)C(=O)CCC3)cc1 | 4 | -14 | 9
Nc1nc(-c2ccccc2)ns1 | 19 | -38 | 7
O=C1NCCC12C(=O)Nc1ccccc12 (stereo not drawn) | 5 | 1 | -4
O=C(CSc1nccc2ccccc12)N1CCN(Cc2ccc3c(c2)OCO3)CC1 | 18 | 3 | 4
Cc1cc(C(=O)N2CCN(c3ncccn3)CC2)sc1-c1ccccc1 | 11 | 8 | 8
COc1cc2c(cc1OC)CN(C1CCC(C(C)(C)C)CC1)CC2 (stereo not drawn) | -16 | 3 | -4
CC(=O)OC1CCC2C3CCC4OC(=O)CCC4C3CCC12C (stereo not drawn) | 0 | -5 | -2
Cc1cccc(-c2nnc(-c3ccc4ccccc4c3)o2)c1 | -3 | 5 | -4
Cc1ccc(NC2=C(Cl)C(=O)OC2OC(=O)c2ccco2)c(C)c1 (stereo not drawn) | 5 | 12 | -16
O=c1ccn([C@@H]2O[C@H](CNS(=O)(=O)C3CC3)[C@@H](O)[C@H]2O)c(=O)[nH]1 | 7 | 1 | 6
O=C(O)C[C@H]1c2cc(F)ccc2S(=O)(=O)N1C1CCCC1 | -15 | -7 | 0

Part of the list above in order of molar mass, low to high:
SMILES | KCNH2 WT inh | KCNH2 3.1 block | Giardia kill
c1ccc2c(c1)-c1cccc3cncc-2c13 | -7 | 0 | 2
O=C1NC(=S)NC1Cc1ccc(O)cc1 (stereo not drawn) | -4 | 8 | 2
Cc1cc(C(=O)N2CCN(c3ncccn3)CC2)sc1-c1ccccc1 | 11 | 8 | 8

Later entries:
SMILES | KCNH2 WT inh | KCNH2 3.1 block | Giardia kill
C/C(=C\C(=O)c1ccc(C)cc1)NCc1ccc(F)cc1 | -5 | -8 | 16
O/N=C/c1cc(Br)ccc1OCc1ccc(F)cc1 | 2 | 5 | -7
CCOc1cc(C(=O)N/N=C/c2cn(-c3ccccc3)nc2-c2cc3ccccc3o2)cc(OCC)c1OCC | -6 | -7 | 5
COC(=O)CC1=C(c2ccc([N+](=O)[O-])cc2)CCC1=O | -7 | -5 | 3
N#C/C(=C/c1ccc(-c2ccc([N+](=O)[O-])cc2)o1)c1nnc(N2CCOCC2)n1-c1ccccc1 | -11 | -1 | -22
O=CNC1(c2ccccc2)CCCCC1 | 3 | 8 | 23
Cn1c(=O)c(C(=O)c2ccccc2)c(O)c2ccccc21 | -26 | -1 | 2
N#CC1=C(SCC(=O)Nc2ccccc2)NC(=O)CC1c1ccco1 (stereo not drawn) | -3 | 1 | -4
COc1cccc(-c2ccc3c(c2)C2CC3CCN2C(C)=O)c1 (stereo not drawn) | -5 | -8 | 9
O=c1[nH]c(=S)ccn1C1OC(CO)C(O)C1O (stereo not drawn) | 1 | 6 | 16
COc1ccc(C(CNC(=O)c2cccc(S(=O)(=O)Nc3ccc(F)cc3)c2)N2CCCC2)cc1 (stereo not drawn) | 1 | -11 | -3
C/C=C(\C)C(=O)NCCN1C2=NC[C@H](Cc3ccccc3)N2C[C@@H]1Cc1ccc(OC)cc1 | -26 | -83* | 5
O=C(Nc1ccn(CCCNCc2ccccc2)c(=O)n1)OCc1ccccc1 | 16 | -39 | -2
O=C1NC(=O)N(C2CCCCC2)CC1Br (stereo not drawn) | 0 | -11 | -3
Nc1ccc2ccccc2c1[N+](=O)[O-] | -1 | 2 | 9

6 entries from above, with values under each structure.
Values run as follows: KCNH2 WT inh | KCNH2 3.1 block | Giardia kill
N#C/C(=C/c1ccc(-c2ccc([N+](=O)[O-])cc2)o1)c1nnc(N2CCOCC2)n1-c1ccccc1
  -11 | -1 | -22
O=CNC1(c2ccccc2)CCCCC1
  3 | 8 | 23
Cn1c(=O)c(C(=O)c2ccccc2)c(O)c2ccccc21
  -26 | -1 | 2
N#CC1=C(SCC(=O)Nc2ccccc2)NC(=O)CC1c1ccco1 (stereo not drawn)
  -3 | 1 | -4
COc1cccc(-c2ccc3c(c2)C2CC3CCN2C(C)=O)c1 (stereo not drawn)
  -5 | -8 | 9
O=c1[nH]c(=S)ccn1C1OC(CO)C(O)C1O (stereo not drawn)
  1 | 6 | 16

(further entries)
SMILES | KCNH2 WT inh | KCNH2 3.1 block | Giardia kill
CCN(CC)S(=O)(=O)c1ccc(N2CCOCC2)c(NC(=O)c2cccc3c(=O)c(C)c(-c4ccccc4)oc23)c1 | u | -7 | 58[activator]
CSc1nc(NCCN(C)C)c2sc3nc(-c4ccco4)c4c(c3c2n1)CCC4 | -3 | -7 | -5
CC(Oc1ccccc1)C(=O)N1CCC2(CC1)Oc1ccc(F)cc1C(=O)C21CC(c2ccccc2)=NO1 (stereo not drawn) | 2 | -3 | -7
N#CCC(CNc1ncc(C(F)(F)F)cc1Cl)OC(=O)c1c(F)cccc1F (stereo not drawn) | 8 | 1 | -6
CCC(C)C(N)C1=NC(C(=O)N[C@@H](CC(C)C)C(=O)N[C@H](CCC(=O)O)C(=O)N[C@H](C(=O)N[C@H]2CCCCNC(=O)[C@H](CC(N)=O)NC(=O)[C@@H](CC(=O)O)NC(=O)[C@H](Cc3cnc[nH]3)NC(=O)[C@@H](Cc3ccccc3)NC(=O)[C@H]([C@@H](C)CC)NC(=O)[C@@H](CCCN)NC2=O)[C@@H](C)CC)CS1 (stereo partly drawn) | -14 | 6 | -4
COc1ccc(C(=O)c2ccc(Br)cc2)c(OC)c1OC | -9 | -15 | 19
CCCCC(=O)c1ccc(O)cc1O | -8 | -6 | 10
CC(=NNc1nc2ccccc2o1)c1cc2ccccc2cn1 | u | u | 10
O=c1nc2n(CCO)c3ccccc3cc-2c(=O)[nH]1 | -13 | 2 | 9
Cc1cc(Nc2ccccc2)cc(=O)n1C | 4 | -27 | 8
COc1ccc([N+](=O)[O-])cc1C(=O)NC1CCN(Cc2ccccc2)CC1 | 3 | -5 | 23
COc1ccc(C2=CC(=O)CC(c3ccc(F)cc3)C2)cc1 (stereo not drawn) | -7 | -11 | -13
CC(C)(C(=O)c1ccccc1)/[N+]([O-])=C/c1ccccc1 | 6 | 3 | 0
COC(=O)CN1C(=O)[C@@H]2[C@H](C1=O)[C@@H]1CC(C(=O)OC)=C[C@@H](C(=O)OC)[C@@H]3C1=C(C(=O)[C@@]3(C)NC(=O)c1ccccc1)[C@@H]2C | -20 | -6 | 4
CCCCN1CC(COCc2ccccc2)Oc2cccc(Oc3ccc(C(C)C)cc3)c2S1(=O)=O (stereo not drawn) | -18 | -6 | u

Compounds from the list above with a nitro group on carbon (four):
SMILES | KCNH2 WT inh | KCNH2 3.1 block | Giardia kill
COC(=O)CC1=C(c2ccc([N+](=O)[O-])cc2)CCC1=O | -7 | -5 | 3
N#C/C(=C/c1ccc(-c2ccc([N+](=O)[O-])cc2)o1)c1nnc(N2CCOCC2)n1-c1ccccc1 | -11 | -1 | -22
Nc1ccc2ccccc2c1[N+](=O)[O-] | -1 | 2 | 9
COc1ccc([N+](=O)[O-])cc1C(=O)NC1CCN(Cc2ccccc2)CC1 | 3 | -5 | 23

(list continues)
SMILES | KCNH2 WT inh | KCNH2 3.1 block | Giardia kill
CCOc1ccc(CCN2C(=O)C(=O)N([C@@H](CC(C)C)CN3CCC[C@@H]3CN3C(=O)C(=O)NC[C@@H]3Cc3ccccc3)C[C@@H]2Cc2ccc(O)cc2)cc1 | 7 | -1 | u
COc1ccc(-c2cc(C(=O)NC3CCCC3)c3ccccc3n2)cc1OC | -6 | -2 | -2
CCN(C(=O)COC(=O)CSc1ccc(C)cc1C)c1c(N)n(Cc2ccccc2)c(=O)[nH]c1=O | -11 | -31 | -26
CC(C)C(NC(=O)C1(NC(=O)OCc2ccccc2)CCCC1)C(=O)O (stereo not drawn) | 2 | -15 | -13
CCN1C[C@@H]2[C@@H]3C(=O)N(Cc4ccccc4)C(=O)[C@@H]3[C@](CC)(C1=O)N2C(=O)c1ccc(F)cc1 | -10 | 7 | 5
CCCN(CC(=O)Nc1ccccc1OC)C(=O)c1ccc(S(=O)(=O)Nc2ccccc2OC)cc1 | 2 | -11 | -22
Clc1ccc(C=NN2CCCCCC2)cc1 | 1 | -8 | -24
O=C(NCCCCc1ccccc1)c1cccc(NC(=O)C2CCC2)c1 | 5 | -1 | -20
CC(=O)Nc1ccc(S(=O)(=O)NN=Cc2ccc(Cl)c(Cl)c2)cc1 | -5 | 4 | -26
C=CCNC(=O)c1ccc(-c2nc3ccccc3nc2-c2ccccc2)cc1 | -1 | 6 | -7
CCOc1ccc(S(=O)(=O)N2CCN(C(=O)c3oc4ccccc4c3C)CC2)cc1 | 0 | -33 | 12
N#Cc1ccc(C(=O)N2CCC3CC2c2cc(-c4ccc(F)cc4)ccc23)cc1 (stereo not drawn) | -36 | -36 | -10
Nc1c(Cl)cc(-c2csc(N3CCCC3c3nc4cc(Cl)c(N5CCCCC5)cc4n3CCOCCO)n2)cc1Cl (stereo not drawn) | -7 | 1 | 14
CCC(C)c1ccccc1N1CC(C(=O)N2CCN(c3ccccc3)CC2)CC1=O (stereo not drawn) | -8 | 4 | -8
O=C(O)C12C3CCC(O3)C1(C(=O)O)C1CCC2O1 (stereo not drawn) | 14 | 8 | 7
CCOc1ccc2c(c1)C(=NNC(=O)c1ccccn1)c1cc(OCC)ccc1-2 | 0 | 6 | 9
Cc1ccc(NC(=O)N(C2=NCC(C)S2)c2ccccc2)cc1 (stereo not drawn) | 2 | 1 | -9
O=c1c2ccccc2ncn1-c1cccc([N+](=O)[O-])c1 | -6 | 2 | -10
O=S(=O)(NCCCc1ccccc1)c1ccc(Br)cc1 | -1 | -17 | 12
O=C(c1ccc(F)cc1)c1cccc(C(=O)c2ccc(F)cc2)n1 | -5 | -1 | -8
CC1CN(c2nc3ccccc3nc2SCC(=O)Nc2cccc(C(F)(F)F)c2)CC(C)O1 (stereo not drawn) | 0 | 2 | 1
CC(=O)N(C)c1cc([N+](=O)[O-])ccc1OCc1ccccc1 | -10 | -4 | -13
Cc1ccc(C)c(NC(=O)CN2C(=O)c3ccccc3C2=O)c1 | -11 | 3 | -6
Cc1ccccc1NC(=O)N(O)C1(C#N)CCCCC1 | -14 | 6 | 0
O=C(c1ccccc1)N(C(=O)c1ccccc1)N1CCCC1 | 2 | 13 | 4
O=C(CN(C(=O)c1ccccc1)C(=O)c1ccccc1)OCc1ccccc1 | 4 | -5 | 16
CCN(c1ccc2c(c1)OCO2)S(=O)(=O)c1cc2c(cc1Br)CCN2C(=O)C1CC1 | -1 | -9 | 7
CC(C)C[C@H]1CNC(=O)C(=O)N1CC1CCN(CCc2ccc(-c3ccccc3)cc2)CC1 | 11 | -35 | 12
COc1cccc(CNc2nc3ccc(NC(C)=O)cc3s2)c1 | -14 | 11 | -4
Cc1c(N)ccc(-n2nc3ccccc3n2)c1C | 1 | -6 | -4
O=C(c1cn(-c2ccccc2)nc1-c1ccncc1)n1nnc2ccccc21 | 15 | -5 | 7
COc1cccc(C=NNC(=O)CCCC(=O)NN=Cc2cccc(OC)c2)c1 | 12 | -4 | 8
Nc1ccc2c(c1)C(=O)c1cc([N+](=O)[O-])ccc1-2 | -11 | -5 | -10
Cc1nc(N)[nH]c(=O)c1CCCNc1ccc(CCCCC2(CCl)OCCO2)cc1 | 4 | -7 | 8
CC(C)CCN1C(=O)c2cccc3c(N)ccc(c23)C1=O | -6 | -38 | 21
Cc1ccc(-c2nnc(OCc3nc4ccccc4n3C)c3ccccc23)cc1 | -1 | -5 | -23
CCOc1ccc2nc(NC(=O)c3ccc(C)o3)sc2c1 | 11 | 3 | -16
C(=NOCCc1ccccc1)c1ccccn1 | 3 | -6 | -11
CCOCCCN1C(=O)C(O)=C(C(C)=O)C1c1cccs1 (stereo not drawn) | 2 | -4 | -4
Cc1c(CCCl)c(Cl)n2c(nc3ccccc32)c1C#N | -2 | 7 | 13
COc1ccc(Nc2nc(C(C)(C)C)nc3c2nnn3Cc2ccccc2Cl)cc1OC | -13 | -15 | -15
O=[N+]([O-])c1ccc2c(c1)Cc1cc(F)ccc1-2 | -1 | -10 | -21
COc1ccc(OC(C)C(=O)NC2CCCCCC2)cc1 (stereo not drawn) | -3 | -7 | -7
Cc1c(-n2c(CN3C(=O)c4ccccc4C3=O)nc3ccccc3c2=O)c(=O)n(-c2ccccc2)n1C | -10 | 24 | -16
O=C(/C=C/c1cccs1)N1CCC2(CC1)Oc1ccc(Cl)cc1C(=O)C21CC(c2ccc(Cl)cc2)=NO1 (stereo not drawn) | -24 | -3 | -15
CCN1C(=N)N(c2ccccc2)C(=O)C(CC)(CC)C1=O | 5 | 41 | -12
CCOC(=O)CCCCCNC(=O)c1ccc(F)cc1F | 0 | 3 | -22
COC(=O)c1ccc(N2CCOCC2)c(NC(=O)c2cc3ccccc3o2)c1 | -1 | 3 | 14

Grouped by structure, the compounds so far containing a tert-butyl group.
SMILES | KCNH2 WT inh | KCNH2 3.1 block | Giardia kill
COc1cc2c(cc1OC)CN(C1CCC(C(C)(C)C)CC1)CC2 (stereo not drawn) | -16 | 3 | -4
COc1ccc(Nc2nc(C(C)(C)C)nc3c2nnn3Cc2ccccc2Cl)cc1OC | -13 | -15 | -15
